Screening results as filed in PubChem.
SENP7 block: SENP7 protease inhibitors, primary screen, biochemical, luminescence, uHTS. AID 434973, 2010. Sentrin-specific protease 7 (Homo sapiens), Q9BQF6. 330,000 compounds, 1.5% hits. inhibition, % at 5 µM. recombinant SENP7, Z-RLRGG-aminoluciferin luminescence, 40 min;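 active = inhibition above about 50% at the single test dose, limit read from the data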;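 also: plate controls were DMSO with enzyme for no effect and no enzyme buffer wells for full effect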
Target sequence (Q9BQF6 706-1050 limits assumed): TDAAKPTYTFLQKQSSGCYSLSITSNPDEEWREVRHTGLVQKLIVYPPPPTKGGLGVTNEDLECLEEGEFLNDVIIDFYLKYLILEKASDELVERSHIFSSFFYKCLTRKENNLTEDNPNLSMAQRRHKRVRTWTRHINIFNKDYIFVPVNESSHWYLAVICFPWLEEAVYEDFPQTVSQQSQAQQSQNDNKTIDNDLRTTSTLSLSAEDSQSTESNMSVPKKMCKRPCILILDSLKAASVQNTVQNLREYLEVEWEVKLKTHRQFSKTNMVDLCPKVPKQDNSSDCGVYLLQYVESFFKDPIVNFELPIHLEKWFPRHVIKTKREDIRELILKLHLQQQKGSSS
HKDC1 inh: HKDC1 hexokinase inhibitors, primary screen, biochemical, fluorescence, uHTS; Q2TB90; recombinant HKDC1, G6PDH/diaphorase resazurin coupled fluorescence; inhibition, % at 20 µM; 340,000 compounds, 0.16% hits; AID 493160, 2011;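 active = inhibition above about 35% when tested at 20 µM, limit read from the data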;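 also: plate controls were DMSO wells with enzyme for no effect and DMSO wells lacking enzyme for full effect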
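Assay system: recombinant HKDC1 hexokinase; detection: coupled resazurin fluorescence, excitation 525 nm, emission 613 nm; benchmarks: DMSO-plus-enzyme-mix negative control, buffer-substituted positive control; compound dosing: single 20 µM dose; schedule: 90 min at room temperature in dark; also added: glucose plus 1 mM ATP as hexokinase substrates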
Apaf-1 inh: inhibitors of human Apaf-1 apoptosome, primary screen, biochemical, DEVD-Rh110 fluorescence, uHTS. AID 489030, 2010. reconstituted apoptosome caspase-3 activity. inhibition, % at 20 µM. Apoptotic protease-activating factor 1 (Homo sapiens), O14727. 330,000 compounds, 0.71% hits; active = inhibition of at least 40% at 20 µM;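 also: plate controls were DMSO wells for no effect and DEVD-CHO caspase inhibitor wells for full effect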
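detection = Rh110 fluorescence intensity | test system = biochemical Apaf-1 apoptosome reconstitution | also added = cytochrome c and DEVD-Rh110 substrate | schedule = 30 min plus 50 min, RT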
697 NFkB inh: inhibitors of PMA/ionomycin-induced NF-kB reporter, 697 cells, primary screen, B-cell NF-kB inhibitor project, cell-based, luminescence, uHTS | 697 B-cell NF-kB luciferase reporter, 16 h | inhibition, % at 4 µM | 330,000 compounds, 0.33% hits; in the data active = inhibition above about 35%
SENP8 block: SENP8 protease inhibitors, primary screen, biochemical, luminescence; Sentrin-specific protease 8 (Homo sapiens), Q96LD8; purified SENP8, Z-RLRGG-aminoluciferin cleavage; inhibition, % at 10 µM; 330,000 compounds, 1.2% hits; AID 2540, 2010
Target sequence (Q96LD8 whole entry, looked up): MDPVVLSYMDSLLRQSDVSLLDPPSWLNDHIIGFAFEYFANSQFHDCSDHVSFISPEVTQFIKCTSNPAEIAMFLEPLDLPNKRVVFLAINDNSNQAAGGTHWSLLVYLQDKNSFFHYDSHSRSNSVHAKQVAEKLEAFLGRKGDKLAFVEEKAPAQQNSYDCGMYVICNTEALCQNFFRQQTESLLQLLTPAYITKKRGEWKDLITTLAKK
Jurkat NFkB inh: inhibitors of induced NF-kB luciferase reporter, primary screen, TCR NF-kB activation inhibitor project, cell-based, luminescence, uHTS. Jurkat, PMA/ionomycin-induced NF-kB luciferase reporter. inhibition, % at 4 µM. 330,000 compounds, 0.53% hits. AID 435003, 2010
UBC13 inh: UBC13 polyubiquitin chain formation inhibitors, primary screen, biochemical, TR-FRET, uHTS | Ubiquitin-conjugating enzyme E2 N (Homo sapiens), P61088 | inhibition, % at 20 µM | 330,000 compounds, 0.47% hits; in the data active = inhibition above about 45%, passing the limit was not always enough
Target sequence (P61088 whole entry, looked up): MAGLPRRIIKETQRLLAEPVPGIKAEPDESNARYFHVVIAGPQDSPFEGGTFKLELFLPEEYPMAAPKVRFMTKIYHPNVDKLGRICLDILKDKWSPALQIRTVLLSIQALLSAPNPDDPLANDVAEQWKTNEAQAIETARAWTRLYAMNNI
Gli-Sufu antag: Gli-Sufu pathway antagonists, primary screen, luciferase luminescence, Sufu-KO-LIGHT cells, uHTS. 340,000 compounds, 0.74% hits. Sufu-KO-LIGHT fibroblasts, Gli luciferase reporter luminescence. AID 588413, 2011. inhibition, % at 5 µM;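 active = inhibition above about 55%, limit read from the data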;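 also: 0% = DMSO-treated cells and 100% = wells with medium but no cells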
* hit, by the source's call; / = no result given. Rule as the data show it, unless noted: active = inhibition above about 50%; inactive = the rest.

Below each compound – SENP7 block, HKDC1 inh, Apaf-1 inh, 697 NFkB inh, SENP8 block, Jurkat NFkB inh, UBC13 inh, Gli-Sufu antag
- Cc1cccc(/C=C2/S/C(=N/N=C3\CC4CCC3(C)C4(C)C)NC2=O)c1 (configuration not stated)
    -4, -10, 30, -18, -6, -15, -33, 9
- O=C(c1ccccc1)c1cnc2ccc(Cl)cc2c1N1CCOCC1
    -4, -1, 2, 8, 5, -1, 2, 9
- CCS(=O)(=O)c1c(S(=O)(=O)CC)c2ccccn2c1C(N)=O
    -7, -6, 3, 3, -10, -15, -5, -6
- N#Cc1c(NC(=O)CSc2ncn[nH]2)sc2c1CCCCC2
    33, -2, -8, 70*, 68*, 63*, 10, 34
- COc1ccccc1N(C(=O)c1snc(C(N)=O)c1N)C(C(=O)NC1CCCC1)c1ccc(N(C)C)cc1 (configuration not stated)
    -15, -5, 15, -13, -8, -4, -1, 38
- CCOC(=O)N1CCN(C2CCCN(C(=O)c3ccccc3C(F)(F)F)C2)CC1 (configuration not stated)
    -1, 2, 12, 9, -11, -14, 0, -8
- CN(Cc1ccc(Cl)cc1)C(=O)COC(=O)CSc1ccc([N+](=O)[O-])cc1
    -6, -1, 14, 20, -16, -1, 14, 1
- COc1ccc(Nc2nc(-c3cccs3)cs2)cc1
    4, -17, 10, -82, 18, -90, 1, -31
- CCC(=O)Nc1nonc1-c1nc2ccccc2n1Cc1cccc2ccccc12
    10, -2, 28, -6, -8, 44, 8, 19
- COc1cc(NC(=O)Cn2cnc3c(nc4n3CCCCC4)c2=O)cc(OC)c1OC
    8, 0, 4, -6, 1, 5, -5, -7
- COc1ccccc1OCC(=O)Nc1ccc(N2CCCCC2)cc1
    8, 3, -3, 12, -2, -1, 0, -1
- CCOC(=O)NC(NC(=S)Nc1ccc(OCC)cc1)C(Cl)(Cl)Cl (configuration not stated)
    -4, -6, 7, -4, -12, 6, -16, -4
- CC1(C)CC(=O)C(C=NCCc2ccc(O)cc2)=C(O)C1
    0, 0, -7, 5, 4, 7, 0, -1
- Cc1cccc(N2CCN(c3nc4nonc4nc3N3CCSCC3)CC2)n1
    -1, -9, 16, 14, 2, 12, 2, 10
- CC(C)C[C@H](NC(=O)c1nc[nH]c1C(=O)NCC(=O)OC(C)(C)C)C(=O)OC(C)(C)C
    -9, 6, 33, 15, -11, 2, -7, 3
- CC1CCCC(NC(=O)Cn2cc([N+](=O)[O-])ccc2=O)C1C (configuration not stated)
    -3, -2, -5, 14, 0, -8, 1, -2
- CCOC(=O)N1CCC(=NNC(=O)COc2ccc(OC)cc2)CC1
    6, -11, 1, 19, -6, 6, -8, -10
- CCOC(=O)N1c2ccccc2Sc2ccccc21
    -3, -9, -2, 17, -14, 3, 1, -7
- CCOc1cc(CNC2CCCC2)ccc1OCc1ccccc1Cl
    0, -6, -7, -16, 3, -1, 18, 13
- COc1ccc(NC(=O)N(C)C[C@@H]2Oc3ccc(NC(=O)NC(C)C)cc3CC(=O)N([C@H](C)CO)C[C@@H]2C)cc1
    -1, -4, 5, -19, 0, -9, -2, -10
- CC(=O)Nc1nc(CCC(C)C)cc2c1c(=O)oc1ccccc12
    4, -1, -7, -21, -4, -8, 8, 2
- Cc1nn(CC(O)COc2ccc3c(c2)CCC3)c(C)c1Br (configuration not stated)
    -6, 0, 18, -11, -5, 0, 8, 7
- Cc1nc2c3ccccc3nc(NNC(=O)CCC(=O)NC3CCCC3)n2n1
    0, -13, -16, 11, 1, 0, 4, -1
- O=c1c2ccccc2nnn1CSc1nnc2ccccn12
    -14, -2, 8, -113, -11, -68, -7, -53
- CCOC(=O)CCCCC(=O)c1[nH]c(=O)[nH]c1C[n+]1ccccc1
    9, /, 1, 6, -2, 3, 2, /
- Nc1c2c(nc3sc4c(c13)CCCC4)-c1ccccc1CC2
    90*, 4, 18, -469, 92*, -236, 4, -90
- CC(c1ccccc1C(O)(c1ccccc1)c1ccccc1)N(C)C (configuration not stated)
    1, -6, 0, -1, 5, -3, 21, 4
- CCCC1=NCCn2cccc21
    8, -1, 4, 12, -2, -5, -2, 23
- CCN=C1Cn2c(nc3scc(-c4ccccc4)c3c2=O)CN1CC
    3, 1, 23, -17, -2, -6, 3, 3
- Cc1nn(-c2ccccc2)c(C)c1NC(=O)COC(=O)c1ccc(Cl)c(N)c1
    -6, -2, 7, 4, 2, 10, 12, -3

The list continues:
Below each compound – SENP7 block, HKDC1 inh, Apaf-1 inh, 697 NFkB inh, SENP8 block, Jurkat NFkB inh, UBC13 inh, Gli-Sufu antag
- CC(=O)N1CCC(N(CCCOC(C)C)C(=O)Nc2ccc(C)c(C)c2)CC1
    -2, -9, -16, 22, -2, 5, 2, 2
- COc1ccc(C(CNC(=O)c2ccc(C)c(S(=O)(=O)N3CCCCC3)c2)N(C)C)cc1OC (configuration not stated)
    5, -10, -1, 10, -5, -1, -4, 16
- Cc1cc(C)c2[nH]c(O)c(N=NC(=O)c3cc4c(s3)CCCC4)c2c1
    -7, /, 13, -26, -11, 3, -11, /
- CCCCC1OC23CCCCC2C(C#N)(C(=N)O3)C1(C#N)C#N (configuration not stated)
    2, -5, 11, 1, 6, 10, 8, 5
- N#C/C(=C\c1ccc(Cl)cc1)c1nc2ccccc2o1
    4, -6, 7, -4, -18, -17, -6, 2
- CCC(=O)Nc1ccc2c(c1)ncn2-c1ccc(OC)cc1
    2, 2, 6, -14, -1, -24, 7, -43
- CCOc1ccccc1N1CCN(C(=O)c2ccc3nc(N)sc3c2)CC1
    0, -2, 4, -3, -1, -1, 6, -8
- CN1C(=O)C(O)(C2COC(C)(C)CC2=O)c2ccccc21 (configuration not stated)
    -3, -3, -22, 22, 4, 7, -9, 1
- Cc1ccc(Oc2c(C=O)c3ccccc3n2C)cc1
    -9, -9, 14, 16, -1, 7, 12, -2
- COCCCn1c(=O)c2ccccc2n2c(=S)[nH]nc12
    -8, 3, 3, -9, -10, 0, -4, 5
- S=C(NCCc1ccccc1)Nc1ccc(Br)cn1
    3, -4, 5, 2, 4, -13, -2, 4
- COC(=O)C(CCSC)NC(=O)C12CC3CC(CC(C3)C1)C2 (configuration not stated)
    1, -9, -11, 11, 2, 16, 7, 0
- O=C1Nc2ccc(Br)cc2C12OCCO2
    -3, 1, -15, 9, -8, -1, 2, 1
- Cc1ccc(NC(=O)NC2=N/C(=C(/C#N)C(=O)N3CCCC3)c3ccccc32)cc1
    4, 5, 5, -18, 5, -15, -44, -24
- Cc1cc(C)n2nc(SCC(=O)N(CC(C)C)c3c(N)n(CC(C)C)c(=O)[nH]c3=O)nc2n1
    13, 0, -8, 10, 6, 6, -4, -18
- COc1ccc(CC(=O)OCC(=O)c2c(N)n(C)c(=O)n(C)c2=O)cc1OC
    -7, -5, 3, 3, -10, -16, -2, 0
- Cc1cccc(C(C)C)c1NC(=O)C(C)OC(=O)Cn1cnc2c1c(=O)n(C)c(=O)n2C (configuration not stated)
    -6, -4, -5, 2, -1, -9, -4, -9
- Cc1ccc(S(=O)(=O)NC2=NCN(CCOC(=O)c3ccccc3)CN2)cc1
    -2, -10, -17, 15, 3, -2, 19, -2
- CC12CCC(c3nnc(SCc4ccc(Cl)cc4)nc31)C2(C)C (configuration not stated)
    -1, 5, 9, 2, -6, 3, 4, 16
- CCOC(=O)c1cn2nc(SCc3ccccc3)nc2nc1C
    1, -1, 9, -26, -7, -25, 3, -7
- O=C(NCc1ccccc1)/C(=C/c1cccc([N+](=O)[O-])c1)NC(=O)c1ccco1
    -5, -7, 9, 9, -8, -8, -1, 17
- COC(=O)C1C(=O)NCC1c1ccc(OC)cc1 (configuration not stated)
    -1, -8, -21, 9, 4, 12, 6, -1
- Cc1ccc2nc(NC(=O)C3CSC4(C)CCC(=O)N34)sc2c1 (configuration not stated)
    -7, -3, 11, 6, -7, -27, 2, -52
- NC(=O)C1(N2CCCCC2)CCN(C(=S)Nc2ccc(F)c(Cl)c2)CC1
    4, -5, 1, 12, -6, 9, 2, -1
- Cc1ccccc1NC(=O)c1cn2c(nc3ccccc32)c(C#N)c1C
    2, -8, -14, 15, -1, 10, 9, 2
- O=C(CSc1ccc(-c2ccco2)nn1)c1cccc([N+](=O)[O-])c1
    -8, -12, 19, 3, -11, 8, -2, 2
- CCOC(=O)c1ccc(NC(=O)CSc2nnc(COc3ccccc3OC)n2CC)cc1
    -1, -3, 0, 9, 1, -8, 0, 10
- CCOCc1cnc(C)nc1NCC(=O)c1c(C)[nH]c2ccccc12
    2, -3, 7, 2, -6, 7, -5, 2
- CC(C)(C)c1ccc(OCCCC(=O)NNC(=O)c2ccccc2O)cc1
    16, -9, 9, -63, 0, 3, -5, -23
- COn1c(=O)c(=O)n(O)c2ccccc21
    0, -7, -8, 14, -1, 2, -15, 0

Only SENP8 block (3 entries from above):
Compound,SENP8 block
CCOC(=O)c1ccc(NC(=O)CSc2nnc(COc3ccccc3OC)n2CC)cc1,1
CCOCc1cnc(C)nc1NCC(=O)c1c(C)[nH]c2ccccc12,-6
CC(C)(C)c1ccc(OCCCC(=O)NNC(=O)c2ccccc2O)cc1,0

Continued.
Below each compound – SENP7 block, HKDC1 inh, Apaf-1 inh, 697 NFkB inh, SENP8 block, Jurkat NFkB inh, UBC13 inh, Gli-Sufu antag
- Cc1ccc(F)cc1NC(=O)CN1C(=O)NC(C)(c2ccc3c(c2)OCCO3)C1=O (configuration not stated)
    -1, 0, -8, 2, -3, 6, 8, 6
- CC(C)(C)OC(=O)N1CCC[C@H]1C(=O)N/N=C/c1cccc2cccnc12
    6, -8, 1, 1, -6, 1, -13, 7
- CCn1cc(C(=O)NCCC(C)C)c(=O)c2cc(S(=O)(=O)N3CCCCC3)ccc21
    -6, 6, 21, 12, 8, 17, 3, -2
- CCOC(=O)N1CCN(C(=O)CSCc2ccccc2)CC1
    -5, -11, -5, -24, -3, -25, 7, -37
- O=C(c1ccc(Cl)cc1)C(CN1CCCCC1)c1ccccc1 (configuration not stated)
    -3, 12, 1, -73, -2, 34, 3, 22
- O=C(N/N=C\c1ccc[nH]1)c1cncc(Br)c1
    1, -6, 2, 1, 2, 12, -14, -17
- CCCN=Cc1sc2ccc(OCC)cc2c1O
    4, 3, -3, -8, 1, -16, -2, -58
- C/C(=N\Nc1ccc(S(=O)(=O)Nc2ccccc2)cc1[N+](=O)[O-])c1ccncc1
    10, /, -7, -47, 0, 18, -36, /
- Cc1c(C(=O)N2CCN(c3ccccn3)CC2)oc2c1C(=O)CC(C)(C)C2
    -7, -5, -14, 6, 2, -5, 8, 19
- COc1ccc(CCNC(=O)CSc2nc3scc(-c4ccccc4)c3c(=O)[nH]2)cc1
    -5, 3, 15, 5, -5, -7, -11, -1
- Cc1cccc(NC(=O)c2ccc3c(=O)n(CC4CCCO4)c(=S)[nH]c3c2)c1 (configuration not stated)
    -8, -2, 17, 12, -14, -1, 10, -11
- COCCCNC(=O)/C(C#N)=C/c1c(N2CCN(c3ccc(OC)cc3)CC2)nc2c(C)cccn2c1=O
    10, -27, 28, 6, -3, -14, 9, 14
- CCCCn1c(N)c(N(CC(C)C)C(=O)c2ccc(-n3c(C)ccc3C)cc2)c(=O)[nH]c1=O
    9, 4, 8, -18, -6, 0, -5, -6
- Cc1ccc(C(=O)NCC(=O)NC2CCC(C)CC2)s1 (configuration not stated)
    1, -7, -3, 6, -6, 3, -10, -14
- N#CCCN(C1CCCCC1)S(=O)(=O)CCOc1ccccc1
    -9, 4, 9, -10, -7, -17, -2, -41
- CC(CC(=O)N1CCN(C(=O)c2ccccc2)CC1)c1ccccc1 (configuration not stated)
    -10, -4, 4, 6, -9, -10, -6, 8

This is a random part of the collection; any-hit rate near 3.6%.
